Source: PubChem (Johns Hopkins Ion Channel Center)
KCNQ2 block: KCNQ2 channel blockers in CHO-K1 cells – cell-based, FluxOR thallium flux, B-score, primary screen (AID 2156); B-score at 10 µM; O88943; actives 1.1% (n = 310,000); 20 min; hits give low values;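 active = fluorescence ratio B-score at most minus 3 library SDs, with starting brightness B-score within 2 library SDs, cut at about -5.5 in these data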
Target sequence (O88943 whole entry, looked up): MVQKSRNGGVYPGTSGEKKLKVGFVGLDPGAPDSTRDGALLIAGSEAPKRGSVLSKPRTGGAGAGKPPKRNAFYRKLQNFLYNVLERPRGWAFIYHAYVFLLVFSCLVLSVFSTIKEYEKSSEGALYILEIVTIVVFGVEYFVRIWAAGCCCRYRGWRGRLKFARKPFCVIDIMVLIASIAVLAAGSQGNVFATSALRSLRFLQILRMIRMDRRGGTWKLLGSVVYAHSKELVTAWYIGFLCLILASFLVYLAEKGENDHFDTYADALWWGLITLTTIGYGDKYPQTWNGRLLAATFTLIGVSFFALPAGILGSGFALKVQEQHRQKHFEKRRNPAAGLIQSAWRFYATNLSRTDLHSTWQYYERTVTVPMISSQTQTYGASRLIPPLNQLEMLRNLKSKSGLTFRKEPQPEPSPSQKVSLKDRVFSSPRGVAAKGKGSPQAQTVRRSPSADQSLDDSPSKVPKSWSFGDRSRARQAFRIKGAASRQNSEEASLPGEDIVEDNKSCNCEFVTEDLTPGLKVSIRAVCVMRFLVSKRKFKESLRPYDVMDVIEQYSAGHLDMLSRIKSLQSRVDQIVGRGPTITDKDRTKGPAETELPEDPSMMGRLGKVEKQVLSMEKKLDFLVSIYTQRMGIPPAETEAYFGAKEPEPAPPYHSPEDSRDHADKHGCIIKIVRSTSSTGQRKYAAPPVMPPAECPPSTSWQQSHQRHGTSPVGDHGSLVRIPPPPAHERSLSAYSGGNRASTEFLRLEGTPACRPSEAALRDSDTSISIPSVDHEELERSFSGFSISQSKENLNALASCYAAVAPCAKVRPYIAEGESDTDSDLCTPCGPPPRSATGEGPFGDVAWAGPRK
CHT inh: inhibitors of human choline transporter CHT | CHT-expressing cells, membrane potential dye, choline response; hits give low values | AID 488975 | Q9GZV3 | actives 0.86% (n = 310,000) | B-score at 10 µM;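 active = B-score over 3 SD under the library average, and starting fluorescence ratio not unusually high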;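 note: choline stimulus applied at its EC90 after an EC20 pre-addition; B-score computed on integrated fluorescence ratio after choline addition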
Active calls of the source: *. Hits appear at their usual frequency (roughly 1.9% active in at least one column).

For CCN(CC)CCN(C)Cc1nc(C(c2ccccc2)c2ccccc2)no1 the results were KCNQ2 block inactive and CHT inh inactive.
`Cc1cc(=O)n2c(n1)SCOC2` gave KCNQ2 block inactive and CHT inh inactive.
`COc1cccc(NC(=O)C/C(C)=N/NC(=O)C2CCCCC2)c1` gave KCNQ2 block inactive and CHT inh inactive.
For CCCCc1cc(=O)oc2cc(OCC(=O)N(CC)CC)c(Cl)cc12 the results were KCNQ2 block inactive and CHT inh inactive.
`COc1ccc(NC(=O)Cc2nnc(SCC(=O)c3ccccc3)n2C)cc1` gave KCNQ2 block inactive and CHT inh inactive.
Cc1onc(-c2c(Cl)cccc2Cl)c1C(=O)ONC(=O)c1cc(C(F)(F)F)cc(C(F)(F)F)c1 was read as KCNQ2 block inactive and CHT inh inactive.
For Cc1ccc2nc(C3CCCN3Cc3nc(CCC(C)C)no3)[nH]c2c1 (stereo not given) the results were KCNQ2 block inactive and CHT inh inactive.
`Cc1nn(CC(=O)O)c2ccccc12` gave KCNQ2 block inactive and CHT inh inactive.
Screening FC(F)(F)C(Oc1nc(Nc2ccc(Cl)cc2)nc(N2CCOCC2)n1)C(F)(F)F returned KCNQ2 block inactive and CHT inh inactive.
CC1=C(C(=O)N(C)C)C(c2cccs2)NC(=O)N1 (stereo not given) was read as KCNQ2 block inactive and CHT inh inactive.
`COc1cc(NC(=O)COC(=O)/C=C/c2c(C)nn(-c3ccc(F)cc3)c2Cl)cc(OC)c1` gave KCNQ2 block inactive and CHT inh inactive.
Screening Cc1nc(-c2ccc(Cl)cc2)sc1C1(C)CC(c2ccc(Cl)cc2)=NO1 (stereo not given) returned KCNQ2 block inactive and CHT inh inactive.
COCCCNC(=O)C1CCC(CNS(=O)(=O)c2ccc3c(c2)CC(C)N3C(=O)C2CC2)CC1 (stereo not given) was read as KCNQ2 block inactive and CHT inh inactive.
Screening COC(=O)c1cc(NC(=O)CN(c2ccc(OC)cc2)S(=O)(=O)c2ccc(F)cc2)ccc1Cl returned KCNQ2 block inactive.
For Cc1c(C(=O)NCc2cccnc2)sc2nc(-c3ccccc3)cn12 the results were KCNQ2 block inactive and CHT inh inactive.
Screening CCC(C)N1CCN(S(=O)(=O)c2ccc3ccccc3c2)CC1 (stereo not given) returned KCNQ2 block inactive and CHT inh inactive.
Screening O=C(CSc1ncccn1)NC(=O)NCc1ccco1 returned KCNQ2 block inactive and CHT inh inactive.
Screening CCCN(Cc1nc(-c2ccc(Cl)cc2)no1)CC1CCCO1 (stereo not given) returned KCNQ2 block inactive and CHT inh inactive.
O=C(C1=C(O)C(=O)N(CCc2ccccc2)C1c1cccs1)c1ccco1 (stereo not given) was read as KCNQ2 block inactive and CHT inh inactive.
For COc1ccc(S(=O)(=O)N2CCN(C(=O)NC3CCCCC3)CC2)cc1 the results were KCNQ2 block inactive and CHT inh -7*.
`CCCC1(C(=O)OCC)NC(c2ccc(N(C)C)cc2)C2C(=O)N(c3ccc(OCC)cc3)C(=O)C21` (stereo not given) gave KCNQ2 block inactive and CHT inh inactive.
`Cc1nc2sc3c(c2c2nnc(SCC(=O)NCc4ccco4)n12)CCCC3` gave KCNQ2 block inactive and CHT inh inactive.
`NC(=O)c1ccsc1NC(=O)COc1ccccc1` gave KCNQ2 block inactive and CHT inh inactive.
For CCCCn1c(-c2ccco2)nc2ccccc2c1=O the results were CHT inh inactive.
For CC1=CC(C)(C)Nc2ccc(C)cc21 the results were KCNQ2 block inactive and CHT inh inactive.
For CC(C)c1c(C(=O)N/N=C/c2ccc(Cl)cc2Cl)nnn1-c1nonc1N the results were KCNQ2 block inactive and CHT inh inactive.
`CCc1nnc(NC(=O)C2Cc3ccccc3CN2S(=O)(=O)c2c(C)c(C)cc(C)c2C)s1` (stereo not given) gave KCNQ2 block inactive and CHT inh inactive.
`CCc1cc2cc(C)ccc2nc1SCC(=O)N1CCN(C(=O)c2ccco2)CC1` gave CHT inh inactive.
`CCC(NC(=O)c1cc(COc2cncc(Cl)c2)on1)c1ccncc1` (stereo not given) gave KCNQ2 block inactive and CHT inh inactive.
Screening CCOc1ccc(OCC)c(NC(=O)CNS(=O)(=O)c2cccs2)c1 returned KCNQ2 block inactive and CHT inh inactive.

Pulled one by one from above, three records:
For CC(C)c1c(C(=O)N/N=C/c2ccc(Cl)cc2Cl)nnn1-c1nonc1N the results were KCNQ2 block inactive and CHT inh inactive.
`Cc1cc(=O)n2c(n1)SCOC2` gave KCNQ2 block inactive and CHT inh inactive.
For CC1=CC(C)(C)Nc2ccc(C)cc21 the results were KCNQ2 block inactive and CHT inh inactive.

Next section:
`CCOC(=O)Nc1ccc(C)cc1Br` gave KCNQ2 block inactive and CHT inh inactive.
For CC(=O)c1cc(C)ccc1OC(=O)CN1C(=O)c2ccccc2C1=O the results were KCNQ2 block inactive and CHT inh inactive.
`Cn1c(CSc2nc3ccccc3s2)n[nH]c1=S` gave KCNQ2 block inactive and CHT inh inactive.
`Cc1nnc(NC(=O)c2ccc3c(c2)C(=O)N(CCC(C)C)C3=O)s1` gave KCNQ2 block inactive and CHT inh inactive.
For CN(Cc1ccon1)C(=O)CCc1nnc(CCCCc2ccccc2)o1 the results were KCNQ2 block inactive and CHT inh inactive.
Screening COc1ccc(N=C(C)C2=C(O)CSC2=O)cc1 returned KCNQ2 block inactive and CHT inh inactive.
`Cc1cccc(C)c1OCC(=O)Nc1cccc(-c2nnc(-c3ccccc3)o2)c1` gave KCNQ2 block -9.5* and CHT inh inactive.
Screening C/C(=N\Nc1nccnc1Cl)c1ccc(O)c(C)c1 returned KCNQ2 block inactive and CHT inh inactive.
CC(=O)c1sc(NC(=O)c2ccccc2C)nc1C was read as KCNQ2 block inactive and CHT inh inactive.
C/C(=N\NC(=O)COc1ccc(C(C)(C)C)cc1)c1ccccc1 was read as KCNQ2 block inactive and CHT inh inactive.
Screening COCCNC(=O)c1nn2cccnc2c1Cl returned KCNQ2 block inactive and CHT inh inactive.
For CC(NC(=O)Nc1ccccc1F)C(C)(C)C (stereo not given) the results were KCNQ2 block inactive and CHT inh inactive.
For Cc1cc([N+](=O)[O-])ccc1N(C)C the results were KCNQ2 block inactive and CHT inh inactive.
`COc1ccc(C(=O)/C=C/Nc2cc(C)on2)c(OC)c1` gave KCNQ2 block inactive and CHT inh inactive.
For COc1cc(NC(=O)c2ccnnc2)cc(C(=O)Nc2cccc(C(F)(F)F)c2)c1 the results were KCNQ2 block -5.8* and CHT inh inactive.

Grouped by structure, the compounds so far containing fluorine.
Cc1onc(-c2c(Cl)cccc2Cl)c1C(=O)ONC(=O)c1cc(C(F)(F)F)cc(C(F)(F)F)c1 was read as KCNQ2 block inactive and CHT inh inactive.
Screening FC(F)(F)C(Oc1nc(Nc2ccc(Cl)cc2)nc(N2CCOCC2)n1)C(F)(F)F returned KCNQ2 block inactive and CHT inh inactive.
`COc1cc(NC(=O)COC(=O)/C=C/c2c(C)nn(-c3ccc(F)cc3)c2Cl)cc(OC)c1` gave KCNQ2 block inactive and CHT inh inactive.
Screening COC(=O)c1cc(NC(=O)CN(c2ccc(OC)cc2)S(=O)(=O)c2ccc(F)cc2)ccc1Cl returned KCNQ2 block inactive.
For CC(NC(=O)Nc1ccccc1F)C(C)(C)C (stereo not given) the results were KCNQ2 block inactive and CHT inh inactive.
For COc1cc(NC(=O)c2ccnnc2)cc(C(=O)Nc2cccc(C(F)(F)F)c2)c1 the results were KCNQ2 block -5.8* and CHT inh inactive.

Later entries:
Screening CCc1ccc(NC(=O)CSc2nnc(CNC(=O)c3cccs3)o2)cc1 returned KCNQ2 block inactive and CHT inh inactive.
`O=C(CSc1nnc(Nc2ccccc2)s1)Nc1cccc(S(=O)(=O)N2CCCCC2)c1` gave KCNQ2 block inactive and CHT inh inactive.
COc1cc(/C=C/C(=O)Nc2ccncc2)cc(OC)c1OC was read as KCNQ2 block inactive and CHT inh inactive.
Screening COc1ccccc1-n1nc(C(=O)Nc2ccc3c(c2)OCO3)c2ccccc2c1=O returned KCNQ2 block inactive and CHT inh inactive.
Cc1nn(-c2ccccc2)c(Cl)c1C(=O)OCC(=O)N(C)c1c(N)n(Cc2ccccc2)c(=O)[nH]c1=O was read as KCNQ2 block inactive and CHT inh inactive.
Screening CN1C(=O)c2ccccc2C(O)c2ccccc21 (stereo not given) returned KCNQ2 block inactive and CHT inh inactive.
Screening Cc1c(Cl)c([N+](=O)[O-])nn1CCCC(=O)Nc1c(Cl)cccc1Cl returned KCNQ2 block inactive and CHT inh inactive.
CC(C)NC(=O)CSc1nnc(-c2ccc(F)cc2)c2ccccc12 was read as KCNQ2 block inactive and CHT inh inactive.
COC(=O)Cn1c(C)nc2c(sc3nc(C)cc(C)c32)c1=O was read as KCNQ2 block inactive and CHT inh inactive.
CCS(=O)(=O)N1CCN(C(=O)c2ccc(-c3ccccc3)cc2)CC1 was read as KCNQ2 block inactive and CHT inh inactive.
Screening Cc1nc2ccc(NC(=O)/C=C/C(=O)O)cc2nc1C returned KCNQ2 block inactive and CHT inh inactive.
`C=CCNC(=O)c1oc2ccc(S(=O)(=O)N3CCC4(CC3)OCCO4)cc2c1C` gave KCNQ2 block inactive and CHT inh inactive.
For COc1ccc(S(=O)(=O)N2CCN(C(=S)NCC3CCCO3)CC2)cc1OC (stereo not given) the results were KCNQ2 block inactive and CHT inh inactive.
Screening CN(C)c1ccc(C(CNS(=O)(=O)c2cccc([N+](=O)[O-])c2)N2CCOCC2)cc1 (stereo not given) returned KCNQ2 block inactive and CHT inh inactive.
COc1ccccc1OCc1nnc(SCCN2CCOCC2)o1 was read as KCNQ2 block inactive and CHT inh inactive.
Screening N/C(Cc1cccs1)=N\OC(=O)COc1ccc(Br)cc1 returned KCNQ2 block inactive and CHT inh inactive.
C/C(=N\NC(=O)c1cc(C)nc2ccccc12)c1cccs1 was read as KCNQ2 block inactive and CHT inh inactive.
Screening COc1cc(OC)cc(C(=O)OCCNC(=O)Cn2cnc3c2c(=O)n(C)c(=O)n3C)c1 returned KCNQ2 block inactive and CHT inh inactive.
Screening Nc1c(C(=O)NCc2ccccc2)nnn1Cc1ccccc1 returned KCNQ2 block inactive and CHT inh inactive.
Screening COc1cc(C(=O)N2CCN(C(=O)CC(C)C)CC2)cc(OC)c1OC returned KCNQ2 block inactive and CHT inh inactive.
For CCC(CC)COC(=O)C1=C(C)NC(=O)NC1c1cccc([N+](=O)[O-])c1 (stereo not given) the results were KCNQ2 block inactive and CHT inh inactive.
O=C(c1cc(-c2cccs2)nn1-c1ccccc1)N1CCN(S(=O)(=O)c2ccccc2)CC1 was read as KCNQ2 block inactive and CHT inh inactive.
Cc1ccc(NC(=O)CN2CCN(Cc3ccccc3)CC2)cc1 was read as KCNQ2 block inactive and CHT inh inactive.
For Cc1ccc(C)c(COc2coc(CN3CCN(C(=O)c4ccco4)CC3)cc2=O)c1 the results were KCNQ2 block inactive and CHT inh inactive.
For Cc1ccc(S(=O)(=O)N2CCOCC2)cc1NC(=O)c1cccc(S(=O)(=O)N2CCCC2)c1 the results were KCNQ2 block inactive and CHT inh inactive.
Screening CCCN(CCC)C(=O)Cn1c(=O)c2ccccc2n2c(=S)sc(-c3ccccc3C)c12 returned KCNQ2 block -6.8* and CHT inh inactive.
For O=C(NCCCN1CCOCC1)[C@@H]1CSC2c3ccccc3C(=O)N21 (stereo not given in full) the results were KCNQ2 block inactive and CHT inh inactive.
Cc1ccc(N=C2NC(=O)/C(=C/c3cccn3C)S2)cc1 was read as KCNQ2 block inactive and CHT inh inactive.
`O=C(Nc1ccc2c(c1)OCO2)c1ccccc1` gave KCNQ2 block inactive and CHT inh inactive.
`Cc1ccc(S(=O)(=O)NCCOc2nc(N(C)C)nc(N(C)C)n2)cc1` gave KCNQ2 block inactive and CHT inh inactive.

The last two records of the part before are carried over, then new ones follow:
`O=C(Nc1ccc2c(c1)OCO2)c1ccccc1` gave KCNQ2 block inactive and CHT inh inactive.
`Cc1ccc(S(=O)(=O)NCCOc2nc(N(C)C)nc(N(C)C)n2)cc1` gave KCNQ2 block inactive and CHT inh inactive.
Screening CCC(CC)c1nnc(NC(=O)C2CCCO2)s1 (stereo not given) returned KCNQ2 block inactive and CHT inh inactive.
CCCN(CCC)S(=O)(=O)c1cc(CN2C(=O)c3cccnc3C2=O)ccc1OC was read as KCNQ2 block inactive and CHT inh inactive.
For Cc1ccccc1CNCc1ccc2c(c1)OCO2 the results were KCNQ2 block inactive.
`CNC(=O)c1cnc(-c2ccccc2)nc1-c1ccccc1` gave KCNQ2 block inactive and CHT inh inactive.
Screening CCOC(=O)N1CCC(NC(=O)c2ccc(CS(=O)c3ccc(Cl)cc3)o2)CC1 (stereo not given) returned KCNQ2 block inactive and CHT inh inactive.
O=C(CN(C(=O)CCC(=O)Nc1nccs1)c1ccc2c(c1)OCCO2)NCc1ccco1 was read as KCNQ2 block inactive and CHT inh inactive.
Cc1ccc(S(=O)(=O)Nc2ccccc2C(=O)N2CCCCC2C)c(C)c1NS(C)(=O)=O (stereo not given) was read as KCNQ2 block inactive and CHT inh inactive.
For COc1cccc(CCc2nnc(CCC(=O)N3CCN(Cc4ccccn4)CC3)o2)c1 the results were KCNQ2 block inactive and CHT inh inactive.
For Cc1ccc(-c2nc3ncccc3o2)cc1NC(=O)c1ccc([N+](=O)[O-])o1 the results were KCNQ2 block inactive and CHT inh inactive.
Screening O=C(/C=C/c1ccccn1)c1cc(Br)ccc1O returned KCNQ2 block inactive and CHT inh inactive.
For O=C(Nc1cccc(NC(=O)c2nccc3ccccc23)c1)c1ccco1 the results were CHT inh inactive.
